Source: PubChem BioAssay (several laboratories)
HIF act = HIF pathway transcriptional activation. U2OS HRE-luciferase reporter, luminescence; normalized: DMSO 0%, desferrioxamine 100%. 300,000 compounds, 0.32% hits. AID 1910. activation, % at 7.5 µM (by protocol);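 active means mean activation of at least 10% of the iron chelator positive control signal, with at least half of replicates also reaching 10%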
SKKanGAS inh = inhibitors of SKKanGAS S. pyogenes growth in kanamycin (SK-promoter or general growth effect). BacTiter-Glo, 6 h. inhibition, % at 7.5 µM. 300,000 compounds, 1.3% hits;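 active means mean replicate score, as percent of positive control median, at least 50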;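 further: strain carries kanamycin resistance gene driven by streptokinase promoter and grows in 40 µg/ml kanamycin; loss of luminescence reflects streptokinase promoter inhibition or plain growth inhibition; 0% = median of DMSO wells and 100% = positive control at its reference dose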
TRPC4 PAM = allosterically enhances the mouse TRPC4 cation channel; B-score at 10 µM; Q9QUQ5; AID 2227; 310,000 compounds, 0.42% hits; HEK293 TRPC4beta/mu-opioid, DAMGO EC20, Fluo-4 Ca2+ flux; active compounds read high;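 active means B-score of calcium response area above 5 SD of library B-scores, with initial fluorescence ratio within 5 SD of library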;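 further: B-score of integrated fluorescence ratio over time as area under calcium response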
Target sequence (Q9QUQ5 whole entry, looked up): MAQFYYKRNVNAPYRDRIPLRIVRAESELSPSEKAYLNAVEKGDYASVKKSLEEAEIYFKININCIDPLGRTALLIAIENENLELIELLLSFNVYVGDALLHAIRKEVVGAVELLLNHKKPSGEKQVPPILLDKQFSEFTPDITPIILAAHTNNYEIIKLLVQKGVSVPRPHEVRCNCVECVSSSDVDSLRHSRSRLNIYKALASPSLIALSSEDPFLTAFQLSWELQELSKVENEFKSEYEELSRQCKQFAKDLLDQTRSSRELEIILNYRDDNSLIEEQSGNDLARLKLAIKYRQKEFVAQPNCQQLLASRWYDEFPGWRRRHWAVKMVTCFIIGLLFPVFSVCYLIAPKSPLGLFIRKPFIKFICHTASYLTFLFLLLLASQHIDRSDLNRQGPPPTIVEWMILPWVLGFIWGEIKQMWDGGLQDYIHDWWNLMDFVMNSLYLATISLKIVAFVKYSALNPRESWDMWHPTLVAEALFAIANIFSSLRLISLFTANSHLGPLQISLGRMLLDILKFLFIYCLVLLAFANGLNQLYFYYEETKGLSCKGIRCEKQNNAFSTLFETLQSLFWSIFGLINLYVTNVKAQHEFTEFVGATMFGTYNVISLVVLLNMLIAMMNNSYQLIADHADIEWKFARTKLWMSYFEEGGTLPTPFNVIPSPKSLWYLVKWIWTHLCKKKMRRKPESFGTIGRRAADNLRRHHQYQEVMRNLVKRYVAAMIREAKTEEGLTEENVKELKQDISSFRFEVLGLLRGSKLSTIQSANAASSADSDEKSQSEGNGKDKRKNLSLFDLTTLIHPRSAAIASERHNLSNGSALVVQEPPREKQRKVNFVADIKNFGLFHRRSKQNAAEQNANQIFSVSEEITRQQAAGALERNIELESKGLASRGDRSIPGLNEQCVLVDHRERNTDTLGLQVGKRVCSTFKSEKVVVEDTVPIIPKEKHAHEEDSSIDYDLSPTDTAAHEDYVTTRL
TRPC4 inh = inhibitors of mouse TRPC4 channel | Q9QUQ5 | HEK293 TRPC4beta/mu-opioid, DAMGO-evoked Fluo4 calcium flux; active compounds read low | B-score at 10 µM | 300,000 compounds, 0.39% hits | AID 2247;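 active means B-score over 3 SD under the library average, no early fluorescence shift, positive overall ratio signal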
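test system = HEK293 cells with stable TRPC4beta plus mu-opioid receptor expression | detection = Fluo4 Ca2+ flux fluorescence | read-out = integrated fluorescence ratio relative to baseline, converted to per-well B score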
MrgX1 antag = antagonists of human MrgX1 receptor. B-score at 10 µM. 310,000 compounds, 1.3% hits. MRGX1-HEK293 calcium flux, Fluo-4, BAM8-22 antagonism; active compounds read low. Q96LB2. AID 588676;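 active means calcium-response B-score plate-corrected more than 3 library SD below zero, starting fluorescence within 5 deviations, no agonist response on first addition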;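 further: peak minus trough fluorescence over baseline after final BAM8-22 challenge near maximal dose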
aSyn UTR inh = 5' untranslated region of α-synuclein, MLPCN primary screen | alpha-synuclein 5'UTR reporter, inhibitor activity | inhibition, % (tested at 7.5 µM) | 300,000 compounds, 0.82% hits; in the data active means inhibition above about 60%;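 further: H4 neuroglioblastoma cells stably carrying SNCA 5'UTR luciferase fusion; 0% = DMSO wells and 100% = positive control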
IEC-6 cytotox = IEC-6 cytotoxicity, counter-screen for KLF5 inhibitors; luminescence viability; inhibition, % at 5 µM; 290,000 compounds, 0.78% hits; AID 1825; in the data active means inhibition above about 22%;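 further: 0% = plate median of test compound wells and 100% = cytotoxic reference compound wells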
TRPC4 act = TRPC4 (mouse) channel activation. Q9QUQ5. HEK293 TRPC4beta/mu-opioid, Fluo4 calcium fluorescence; active compounds read high. B-score at 10 µM. 310,000 compounds, 0.49% hits;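 active means B-score above 5 SD of library B-scores, and initial fluorescence ratio not above library mean plus 5 SD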;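 further: positive B-score marks a calcium rise read as TRPC4 activation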
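Technique: kinetic Fluo4 calcium fluorescence; Test system: TRPC4beta and mu-opioid receptor HEK293 stable cells; Measure: B-scored integrated calcium fluorescence ratio; Benchmarks: low control buffer alone, high control maximal DAMGO; Schedule: 45 min room-temperature Fluo4 loading, 110 s read.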
TRPC6 inhibitor = blocks the mouse TRPC6 cation channel | Q61143 | HEK293-TRPC6, membrane potential dye, ACh-evoked depolarization; active compounds read low | B-score at 10 µM | 310,000 compounds, 1.1% hits | AID 2553;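 active means B-score under library mean minus 3 SD, initial fluorescence not abnormally high, positive integrated signal ratio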;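 further: B-score derived from integrated fluorescence ratio over the kinetic read; more negative B-score means stronger inhibition of depolarization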
KLF5 inh = kruppel-like factor 5 inhibition; DLD-1 KLF5 promoter-luciferase reporter, luminescence; inhibition, % at 5 µM; 290,000 compounds, 0.23% hits;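 active means inhibition above a per-plate limit of that plate's mean compound inhibition plus 3 SD, cut at about 60% in these data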;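 further: 0% = DMSO wells and 100% = LY294002 at 200 µM; higher means less KLF5 promoter-driven luciferase light; inactives centre near -14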
TRPC6 act = activates the mouse TRPC6 cation channel | Q61143 | B-score at 10 µM | 310,000 compounds, 0.13% hits | HEK293-TRPC6 membrane potential dye fluorescence; active compounds read high;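 active means B-score of the integrated fluorescence ratio above library mean plus 3 SD, and starting fluorescence ratio within library mean plus 5 SD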;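 further: higher score means more depolarization so channel activation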
* hit, by the source's call; i = inactive; . = no result given.

SMILES	HIF act	SKKanGAS inh	TRPC4 PAM	TRPC4 inh	MrgX1 antag	aSyn UTR inh	IEC-6 cytotox	TRPC4 act	TRPC6 inhibitor	KLF5 inh	TRPC6 act
C=CCn1c(C(C)NC(=O)CCC)nc2ccccc21 (stereo unspecified)	-0.5	4	i	i	i	25	-4	i	i	-22	i
O=C(COc1ccc(/C=N/NC(=O)c2ccc(O)cc2)cc1)Nc1cccc([N+](=O)[O-])c1	-0.1	-20	i	i	i	-27	4	i	i	16	i
Cc1ccccc1Cn1c(=O)c2c(nc3n2CCCN3Cc2ccccc2)n(C)c1=O	-0.2	24	i	i	i	-2	0	i	i	-6	i
CN(Cc1ccccc1)C(=O)COc1ccccc1	0.6	17	i	i	i	0	0	i	i	-26	i
O=C1CCC(C(=O)NCCN2C(=O)S/C(=C\c3cccnc3)C2=O)=NN1	-0.6	-2	i	i	i	-7	-1	i	i	-34	i
COc1ccc(OCC(=O)Nc2cc(NC(=O)c3ccco3)ccc2OC)cc1	0.1	10	i	i	i	-22	5	i	i	0	i
O=C(CSc1n[nH]c(-c2ccncc2)n1)Nc1ccccn1	-0.2	-2	i	i	i	-19	4	i	i	-16	i
CCOC(=O)C(CC)/C(C)=N/NC(=O)c1ccc([N+](=O)[O-])cc1 (stereo unspecified)	-0.3	0	i	i	i	10	5	i	i	-1	i
CCC(C)c1ccc(OCc2ccc(C(=O)OC)o2)cc1 (stereo unspecified)	-0.1	-4	i	i	i	9	2	i	i	-169	i
O=C(O)CNC(=O)c1ccc(NC(=O)/C(=C/c2ccccc2)NC(=O)c2ccccc2Br)cc1	-18	0	i	i	i	1	-5	i	i	-24	i
CCN(CC)CCN1C(=O)C(O)=C(C(C)=O)C1c1ccccc1[N+](=O)[O-] (stereo unspecified)	4.0	3	i	i	i	-5	6	i	i	1	i
CCOc1ccccc1N(C(=O)Cn1nnnc1-c1ccc(C)o1)C(CC)C(=O)NC(C)(C)C (stereo unspecified)	-0.6	-6	i	i	i	-3	2	i	i	-35	i
COC(=O)c1cn(NC(=O)c2cccc(F)c2)c(=O)c2ccccc12	0.3	-26	i	i	i	17	2	i	i	-8	i
CCOC(=O)C1C(=O)C=C(c2ccc(NS(C)(=O)=O)cc2)CC1c1ccco1 (stereo unspecified)	0.5	4	i	i	i	7	2	i	i	-10	i
CN1C(=O)[C@H]2[C@@H](/C=C/c3ccccc3)N3C(=O)CN(CCO)C(=O)[C@@]3(Cc3ccccc3)[C@H]2C1=O	-0.1	0	i	i	i	7	3	i	i	-42	i
Cc1nc2nc[nH]n2c(=O)c1NC(=O)CCc1ccccc1	-0.1	0	i	i	i	10	2	i	i	-24	i
O=C(COc1ccccc1Cl)Nc1ccc2c(c1)OCCO2	2.7	1	i	i	i	-151	-11	i	i	-95	i
Cc1ccc(-n2ncc3c2CC(C)(C)CC3NC(=O)C2CCOCC2)cc1 (stereo unspecified)	0.3	-3	i	i	i	1	5	i	i	-9	i
O=C(NNC(=O)C1CCN(c2ncccn2)CC1)c1ccc(Cl)cc1	-0.4	-3	i	i	i	6	6	i	i	3	i
Cc1ccccc1-n1nc2c(c1NC(=O)CCCl)CSC2	1.1	-3	i	i	i	10	0	i	i	-16	i
COc1cc2c(cc1OC)C(COc1ccccc1OC)N(C(=O)C(C)(C)C)CC2 (stereo unspecified)	0.6	-6	i	i	i	-3	-6	i	i	-18	i
CCc1ccc(NC(=S)NCc2ccccc2)cc1	2.0	10	i	i	i	-90	-2	i	i	-17	i
NS(=O)(=O)c1ccc(NC(=O)COc2ncnc3c2cnn3-c2ccccc2)cc1	-0.3	-12	i	i	i	12	-1	i	i	-43	i
CC(=O)c1ccc(NC(=O)CCc2nc3sc4c(c3c(=O)[nH]2)CCCC4)cc1	0.5	17	i	i	i	-18	.	i	i	.	i
O=C1CN(C(=O)COC(=O)C2CC(=O)N(Cc3ccco3)C2)c2ccccc2N1 (stereo unspecified)	0.8	0	i	i	i	6	1	i	i	-13	i
O=S(=O)(c1ccc(F)cc1)N1CCN(c2ncnc3c2cnn3-c2ccccc2)CC1	-0.2	12	i	i	i	19	2	i	i	-51	i
Cc1ccc(Cn2c(NCCc3ccccc3)nc3c2c(=O)n(C)c(=O)n3C)cc1	-2.2	12	i	i	i	24	3	i	i	-13	i
CC(NC(=O)c1ccc2c(c1)OCCO2)c1ccc(S(N)(=O)=O)cc1 (stereo unspecified)	0.2	2	i	i	i	-25	2	i	i	-6	i
COc1ccc(-n2nc(C(=O)NCc3ccco3)c3c4ccccc4n(C)c3c2=O)cc1Cl	0.8	-1	i	i	i	25	-1	i	i	-6	i
Cc1cc2c(cc1S(=O)(=O)N1CCc3ccccc31)NC(=O)CO2	-0.9	-21	i	i	i	11	1	i	i	-9	i
Cc1ccccc1NC(=O)/C(=C/c1ccco1)c1ccccc1	0.5	12	i	i	i	14	4	i	i	0	i
CCCc1nn2c(=O)c(C(c3cccc(Cl)c3)c3c(O)nc4sc(CCC)nn4c3=O)c(O)nc2s1	-0.5	27	i	i	i	2	4	i	i	-7	i
O=C(CSc1nc2ccccc2[nH]1)NCC1CCCO1 (stereo unspecified)	0.1	-7	i	i	i	10	-4	i	i	-13	i
CCOc1ccccc1N1CCN(C(=O)c2ccncc2)CC1	0.2	-9	i	i	i	45	2	i	i	-25	i
COc1ccc(S(=O)(=O)NC2(C(F)(F)F)NC(=O)N(CCc3ccccc3)C2=O)cc1 (stereo unspecified)	0.6	2	i	i	i	-19	-5	i	i	-20	i
O=[N+]([O-])c1ccc(-n2cc(-c3ccccc3)nn2)cc1	1.4	-2	i	i	i	-80	3	i	i	-76	i
CCN(CC)S(=O)(=O)c1ccc(NC(=O)COC(=O)CN2C(=O)c3ccccc3C2=O)cc1	-0.7	-10	i	i	i	-7	-1	i	i	2	i
CCC(C(=O)Nc1ccc(C(=O)N2CCCC2)cc1)c1ccccc1 (stereo unspecified)	0.2	-2	i	i	i	12	4	i	i	-5	i
COc1ccc(C2=Nn3c(nnc3C3CCCCC3)SC2)cc1OC	-0.2	-12	i	i	i	16	8	i	i	4	i
CCc1ccccc1NC(=O)C1CC(c2ccc(OC)cc2)=NO1 (stereo unspecified)	1.8	3	i	i	i	7	-6	i	i	8	i
O=C(Nc1ccc(-c2nc3ncccc3o2)cc1)c1ccc(Br)o1	2.7	1	i	i	i	-103	1	i	i	-31	i
COc1ccc2cc(-c3[nH]ncc3CN3CCCCO3)ccc2c1	1.1	4	i	i	i	-106	7	i	i	-23	i
c1cncc(COC2CCCN(Cc3nc(-c4cccs4)no3)C2)c1 (stereo unspecified)	0.2	-9	i	i	i	-29	-2	i	i	-58	i
CCOc1cc2[nH]c(=S)n(CCCCC(=O)NCc3ccco3)c(=O)c2cc1OCC	-0.3	-6	i	i	i	23	-5	i	i	-18	i
COc1cc(NC(N)=S)c(OC)cc1Cl	-0.4	2	i	i	i	-17	-2	i	i	-13	i
O=C(c1ccc(F)cc1)N1CCC(N2CCOCC2)CC1	-14	-3	i	i	i	1	-6	i	i	-7	i
O=C(NC1CCCC1)c1nc2c(nnn2Cc2ccccc2Cl)c(=O)[nH]1	-0.3	20	i	i	i	17	0	i	i	5	i
Cc1ccc2oc(=O)c3cc(C(=O)NCCCN4CCc5ccccc5C4)sc3c2c1	-0.2	15	i	i	i	-31	-1	i	i	-11	i
Cc1cc(CN2CCC(n3nccc3NC(=O)c3ccccc3C)CC2)n[nH]1	-0.5	2	i	i	i	5	-5	i	i	-36	i
O=C(Nc1cccc(-c2ccc(N3CCOCC3)nn2)c1)c1ccc(F)cc1F	1.6	-9	i	i	i	-73	.	i	i	.	i
CCN(Cc1ccccc1)C(=O)c1[nH]c2ccc(OC)cc2c1C	0.4	-9	i	i	.	-21	1	i	i	-32	i
c1ccc(-c2cccc(-c3ccccn3)n2)nc1	212*	-1	i	i	i	77*	81*	i	i	53	i
COc1ccc(C)cc1S(=O)(=O)N(CC(=O)Nc1cc([N+](=O)[O-])ccc1C)c1ccc(C)c(C)c1	0.0	16	i	i	i	34	-6	i	i	6	i
O=C(CCCn1c(SCC(=O)c2ccc(O)c(O)c2)nc2ccccc2c1=O)NCC1CCCO1 (stereo unspecified)	0.1	.	i	i	i	18	5	i	i	-22	i
O=S(=O)(c1ccc2c(c1)OCCO2)N1CCN(c2ncnc3sccc23)CC1	0.0	4	i	i	i	-9	9	i	i	11	i
O=C(Nc1ccccc1C(=O)O)c1ccc(NC(=O)C2CCCO2)cc1 (stereo unspecified)	0.3	5	i	i	i	4	4	i	i	-15	i
CCOc1ccc(CN2CCN(Cc3cnn(CC)c3C)CC2CCO)cc1 (stereo unspecified)	-0.7	11	i	i	i	-4	1	i	i	13	i
Cc1cccnc1Nc1nc(-c2ccc(O)c(O)c2)cs1	3.1	-5	i	i	i	-232	14	i	i	-176	i
COc1ccc(S(=O)(=O)N(CC(C)C)CC(C)C)c2cccnc12	-0.5	-1	i	i	i	26	9	i	i	-12	i
O=C(O)CSCC(=O)Nc1ccc(Cl)cc1C(F)(F)F	-0.2	-19	i	i	i	17	-3	i	i	-39	i

Later entries
SMILES	HIF act	SKKanGAS inh	TRPC4 PAM	TRPC4 inh	MrgX1 antag	aSyn UTR inh	IEC-6 cytotox	TRPC4 act	TRPC6 inhibitor	KLF5 inh	TRPC6 act
O=C(Nc1ccc2c(c1)OCO2)C1CC(=O)N(c2ccc3c(c2)OCCO3)C1 (stereo unspecified)	-1.0	-4	i	i	i	-8	-8	i	i	-39	i
Clc1ccc(C(c2nnnn2C2CCCC2)N2CCSCC2)cc1 (stereo unspecified)	0.2	7	i	i	i	-18	0	i	i	-40	i
Cc1ccc(NC(=O)c2cc(-c3ccccc3)n[nH]2)cc1	0.7	0	i	i	i	-30	-9	i	i	-48	i
COc1ccc(-c2ccncc2)cc1OC	0.1	2	i	i	i	28	.	i	i	.	i
N/C(=N\OC(=O)c1ccccc1Br)c1ccc([N+](=O)[O-])cc1	2.1	13	i	i	i	-103	4	i	i	-169	i
CNC(=S)NNC(=O)Cn1ccc(C)n1	0.3	-8	i	i	i	-12	0	i	i	9	i

2 compounds drawn at random from the list so far, as already listed:
SMILES	HIF act	SKKanGAS inh	TRPC4 PAM	TRPC4 inh	MrgX1 antag	aSyn UTR inh	IEC-6 cytotox	TRPC4 act	TRPC6 inhibitor	KLF5 inh	TRPC6 act
COc1ccc(OCC(=O)Nc2cc(NC(=O)c3ccco3)ccc2OC)cc1	0.1	10	i	i	i	-22	5	i	i	0	i
O=C(c1ccc(F)cc1)N1CCC(N2CCOCC2)CC1	-14	-3	i	i	i	1	-6	i	i	-7	i

Outcome played no part in choosing rows (roughly 5.8% active in at least one column).
